# GLP-1R agonist: activates the human GLP-1 receptor; P43220; HEK293 GLP-1R CRE-luciferase, luminescence, 4-6 h; cells express a hypersensitive GLP-1R form; Potency, µM (doses to about 45.6 µM), for inactives: at the highest dose activation, usual class: activators; hit rate 0.007% among 380,000; AID 624172; note: potency is the fitted concentration of half-maximal effect; % of control where 0% means no effect
# DRD3 antagonist: D3 dopamine receptor (human) antagonism; P35462; D3R cells, DiscoveRx beta-arrestin luminescence, antagonist mode; stronger effect = lower value; max response, negative = inhibition, %; hit rate 2.5% among 360,000; AID 652054; in the data active = max response below about -50%; inconclusive = no clear call, values can overlap the other calls; note: % is set by controls: 0 for no effect and ±100 for the full control effect; mostly tested at two doses, the higher about 12 µM
# Target sequence (P35462 whole entry, looked up): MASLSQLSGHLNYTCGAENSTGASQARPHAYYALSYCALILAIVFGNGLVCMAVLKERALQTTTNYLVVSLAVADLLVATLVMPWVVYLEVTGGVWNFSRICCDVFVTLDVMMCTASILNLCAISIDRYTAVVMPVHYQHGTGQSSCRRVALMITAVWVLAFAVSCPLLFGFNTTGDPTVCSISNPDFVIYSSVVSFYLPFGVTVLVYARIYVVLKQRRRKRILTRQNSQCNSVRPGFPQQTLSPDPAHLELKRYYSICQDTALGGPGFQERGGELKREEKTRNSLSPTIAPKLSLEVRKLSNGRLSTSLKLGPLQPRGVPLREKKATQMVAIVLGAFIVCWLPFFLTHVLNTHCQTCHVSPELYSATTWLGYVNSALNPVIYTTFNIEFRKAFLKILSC
#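 Cells plated overnight at 1500 cells/well, then exposed to library compounds with dopamine controls for 90 minutes at 37 degrees C. DiscoveRx reagent added for 30–60 minutes at room temperature; luminescence read, quantitative HTS format.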
# Akt phos inh: inhibitors of Akt phosphorylation; Neuro2A IGF-stimulated pAkt S473 HTRF, 20 min; stronger effect = lower value; hit rate 0.32% among 360,000; activity change, % for hits at 50 µM; AID 651550; in the data active = activity change below about -80%; inconclusive = mostly about -51% to -80%; note: % is set by controls: 0 for no effect and ±100 for the full control effect
#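 Neuro2A cells (4,500/well, DMEM with 0.5% FBS) were treated with compound at a single 50 µM final concentration, stimulated with 6 nM IGF for 20 min at 37 °C, and lysed. Phospho-Akt Ser473 was read by HTRF as 665/615 ratio ×10^4.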
# aSyn rescue: alpha-synuclein toxicity inhibition in yeast; Yeast expressing alpha-synuclein, growth rescue, BacTiter-Glo, 24 h; Potency, µM (doses to about 46.1 µM), without a hit: top-dose growth rescue (activation), hits mostly activators; hit rate 0.14% among 370,000; note: potency is the fitted concentration of half-maximal effect; % of control where 0% means no effect; nearly all actives have a fitted effect of over 65% in size
#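 Screening used galactose-induced yeast with toxic alpha-synuclein levels, exposed to compound for 24 hr at 30 deg C. Cell growth, read with BacTiter-Glo luminescence, gave the measured signal.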
# TDP-43 yeast inh: TDP-43 toxicity inhibition in yeast; TDP-43 expressing yeast growth rescue, BacTiter-Glo, 24 h; Potency, µM (highest dose often 46.1 µM), for the others: at the highest dose growth rescue (activation), hits mostly activators; hit rate 1.8% among 410,000; AID 652104; note: potency is the fitted concentration of half-maximal effect; % of control where 0% means no effect; nearly all actives have a fitted effect of over 50% in size
#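 In this qHTS, compounds that restore growth of yeast expressing TDP-43 appear as activators. Cells (OD600=0.02, galactose medium, raffinose-pregrown) are incubated with compound 24 hr at 30 deg C and growth is quantified by BacTiter-Glo.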
# PTHR1 ag: PTHR1 (human) receptor agonism; HEK293 GP2 PTHR1 cells, GloSensor cAMP luminescence, 1 h; AID 743266; Potency, µM (highest dose often 115 µM), inactives show at the top dose activation, hits mostly activators; hit rate 0.075% among 410,000; note: potency is the fitted concentration of half-maximal effect; nearly all actives have a fitted effect of over 55% in size; some results filed as inactive show a strong effect at the top dose; inactives centre near -15; many of its hits are not listed in these tables
# Target sequence (Q03431 whole entry, looked up): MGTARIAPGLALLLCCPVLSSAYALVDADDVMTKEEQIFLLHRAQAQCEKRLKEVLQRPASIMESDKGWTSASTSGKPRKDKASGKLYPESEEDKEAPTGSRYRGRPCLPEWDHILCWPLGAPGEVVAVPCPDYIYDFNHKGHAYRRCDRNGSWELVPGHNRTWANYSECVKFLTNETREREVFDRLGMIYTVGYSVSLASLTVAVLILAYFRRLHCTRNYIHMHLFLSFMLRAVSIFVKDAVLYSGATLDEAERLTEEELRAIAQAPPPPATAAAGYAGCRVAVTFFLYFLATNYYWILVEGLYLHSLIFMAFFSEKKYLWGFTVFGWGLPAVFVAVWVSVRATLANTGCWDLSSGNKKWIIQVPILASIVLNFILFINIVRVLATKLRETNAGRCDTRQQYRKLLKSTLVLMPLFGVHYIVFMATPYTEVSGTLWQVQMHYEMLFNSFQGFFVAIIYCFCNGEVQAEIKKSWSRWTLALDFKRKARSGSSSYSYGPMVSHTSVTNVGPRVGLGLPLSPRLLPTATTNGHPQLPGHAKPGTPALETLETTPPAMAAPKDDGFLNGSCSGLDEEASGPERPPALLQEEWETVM
#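 HEK-293-derived GP2 cells expressing PTHR1 and a GloSensor cAMP reporter, 3,000/well, plated overnight, given luciferin plus IBMX (each 0.5 mM as added) for 1 h at 37 °C, then compound for 1 h at 37 °C. Luminescence was read after 15 min at room temperature.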
# FUS suppressor: FUS proteinopathy suppression in yeast. S. cerevisiae FUS-expressing, growth rescue, OD600, 24 h. Potency, µM (doses to about 76.6 µM), for inactives: at the top dose growth rescue (activation), most hits filed as activators. hit rate 0.24% among 390,000. AID 1347120;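 note: potency is the fitted concentration of half-maximal effect; plate controls were DMSO vehicle for no effect and reference control for full effect; nearly all actives have a fitted effect of over 55% in size; some results filed as inactive show a strong effect at the top dose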
#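 Restored growth of FUS-toxic S. cerevisiae, read as 600 nm absorbance after 24 h at 30C in galactose medium (starting OD 0.005). Controls CP55940 and DMSO.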
# Abeta yeast res: A-beta toxicity reversal in yeast; yeast expressing A-beta42, growth rescue, OD600, 48 h; response scale: 0% DMSO, 100% iron-clioquinol control; Potency, µM (doses to about 46.1 µM), inactives show at the highest dose growth rescue, usual class: activators; hit rate 0.063% among 410,000; AID 1347071; note: potency is the fitted concentration of half-maximal effect; nearly all actives have a fitted effect of over 55% in size
#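 Yeast growth medium received pinned compounds, then yeast cells expressing toxic A-beta were added; plates incubated at 30 C for 48 hr. Growth read as absorbance at 600 nm, normalized to DMSO and equimolar FeCl3 plus clioquinol controls.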
# GLP-1R inv ag: inverse agonists of human GLP-1 receptor; hit rate 1.6% among 410,000; HEK293 GLP-1R CRE-luciferase, luminescence, 24 h; GLP-1R form is constitutively active; Potency, µM (series often up to 38.3 µM), for inactives: top-dose activity change, negative = inhibition, most hits filed as inhibitors; note: potency is the fitted concentration of half-maximal effect; % is set by controls: 0 for no effect and ±100 for the full control effect; nearly all actives have a fitted effect of over 55% in size
#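 Readout was luciferase luminescence, measured 12 min after detection reagent at room temperature. Beforehand, GLP-1R reporter HEK293 cells had sat 12 h, then received compounds for 24 hr at 37 deg C.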
# * = called active by the depositor; i = inactive; ? = inconclusive; / = no result given; & = joins results of further samples; [ ] = another dose, or the depositor's remark. Unless noted, calls come from the whole dose curve; as a rule, active = well fitted curve in the direction sought with a large enough effect; inconclusive = small, poorly fitted or top-dose-only effect, or another doubt; inactive = no such curve, though single readings can be large; an effect the other way counts as inactive or inconclusive. Some of the compounds tested; the hit share may differ from the screen's.
SMILES,GLP-1R agonist,DRD3 antagonist,Akt phos inh,aSyn rescue,TDP-43 yeast inh,PTHR1 ag,FUS suppressor,Abeta yeast res,GLP-1R inv ag
COc1ccccc1C(=O)NC(=O)Nc1nc(-c2ccccc2)cc(C(F)(F)F)n1,-1%,10,i,2%,-13%,-3%,0%,3%,3%
Cc1c(C(=O)N(C)Cc2ccccc2)oc2ccc(S(=O)(=O)N3CCCC3)cc12,10%,-14,i,15%,6%,-18%,40%,-6%,-25%
CCOc1ccccc1N1CCN(C(=O)c2cc(-c3cccnc3)nc3c(Cl)cccc23)CC1,5%,51,i,-4%,0%,-21%,/,3%,2%
COc1ccccc1CN1CC(C(=O)N(C)Cc2nc(C)cs2)CCC1=O (stereo unspecified),1%,0,i,1%,0%,-3%,-15%,-17%,5%
Cc1ccc(C2=Nc3c(ccc4ccccc34)C(c3ccncc3)=NN2)cc1,14%,110,i,-12%,-1%,-14%,13%,-2%,-21%
COCCn1c(-c2cccc([N+](=O)[O-])c2)nc2c1c(=O)[nH]c(=O)n2Cc1ccccc1,33%,6,i,-2%,-4%,i,19%,-23%,76%[activator]
CCSc1nnc(NC(=O)CSc2nc3c(c(=O)n2CC)SC(C)C3)s1 (stereo unspecified),-4%,10,i,8%,4%,-29%,/,2%,0%
CCOc1ccc(C(=O)Nc2cccc3cccnc23)cc1,0%,16,i,0%,?,i,4%,9%,12%
CCc1ccc(NC(=O)c2ccc(S(=O)(=O)NCc3cccnc3)cc2)cc1,10%,5,i,0%,-7%,-21%,34%,-6%,?
CC(=O)NO,0%&-2%,4,i,-3%,14%,-2%,-46%[inhibitor],-14%,-2%
Cc1ccc(CCNC(=O)C(CC(C)C)NS(=O)(=O)c2ccc3c(c2)oc(=O)n3C)cc1 (stereo unspecified),-5%,/,/,/,-5%,-23%,-22%,-15%,2%
CCOC(=O)[C@H]1CCC[C@@H](NS(=O)(=O)c2ccc(NC(C)=O)cc2)C1,0%,24,i,-8%,?,-2%,14%,-1%,-1%
CN1CCCCCC1=Nc1ccc([N+](=O)[O-])cc1,0%,-10,i,-1%,14%,-11%,-18%,3%,?
CCOc1ccc(NC(=O)CCC(=O)NNC(=O)c2ccco2)cc1,-1%,16,i,1%,-4%,i,6%,5%,-4%[7.66 µM]
O=C(Nc1ccc(O)c(-c2nc3ccccc3s2)c1)c1cc(=O)c2ccccc2o1,0%,-12,i,-1%,5%,i,/,7%,-2%
CCc1nc2ccc(C(=O)Nc3cccc(NS(C)(=O)=O)c3)cn2c1N(CC)Cc1cccc(Br)c1,-7%,0,i,-7%,9%,-41%[inhibitor],38%,9%,?
COc1cc(Cl)c(C)cc1NC(=O)c1cc2c(s1)-c1c(C)cccc1OC2,/,/,/,/,5%,-17%,-8%,-19%,6%
COc1nc(-c2ccccc2)ccc1-c1noc(-c2cccs2)n1,17%,47,i,1%,?,-12%,13%,9%,0%
O=C(Nc1nncs1)c1cccc(S(=O)(=O)N2CCCC2)c1,2%,-16,i,2%,0%,i,-5%,-3%,-6%
CCOCCCNC(=O)c1cc2c(s1)-c1ccccc1SC2,-2%,5,i,7%,?,i,8%,13%,63%[activator]
CCN(CC)c1ccc(S(=O)(=O)N2CCOCC2)cc1NC(=O)COC(=O)/C=C/c1ccccc1,3%,38,i,-2%,0%,-20%,?,1%,-12%
COc1ccc(/C=C/c2c(-c3ccc(OC)cc3)sc3cc(OC)c(OC)cc23)cc1,7%,15,i,8%,?,-5%,22%,7%,?
C[C@H](CO)N1C[C@H](C)[C@@H](CN(C)S(=O)(=O)c2ccccc2)Oc2ccc(NC(=O)Cc3ccccc3)cc2C1=O,7%,-18,i,-1%,0%,i,?,2%,8%
CN(C(=S)NC1=CCS(=O)(=O)C1)C1CCCCC1,-6%,-13,i,-7%,-14%,i,-4%,10%,0%
CC(Sc1nc(N)cc(N)n1)C(=O)Nc1ccc(N2CCOCC2)cc1 (stereo unspecified),-2%,12,i,-2%[1.84 µM],3%,i,20%,1%,15%

# Sorted by formula weight (rising): 11 of the compounds above
SMILES,GLP-1R agonist,DRD3 antagonist,Akt phos inh,aSyn rescue,TDP-43 yeast inh,PTHR1 ag,FUS suppressor,Abeta yeast res,GLP-1R inv ag
CN(C(=S)NC1=CCS(=O)(=O)C1)C1CCCCC1,-6%,-13,i,-7%,-14%,i,-4%,10%,0%
CCOc1ccc(C(=O)Nc2cccc3cccnc23)cc1,0%,16,i,0%,?,i,4%,9%,12%
CCOCCCNC(=O)c1cc2c(s1)-c1ccccc1SC2,-2%,5,i,7%,?,i,8%,13%,63%[activator]
COc1nc(-c2ccccc2)ccc1-c1noc(-c2cccs2)n1,17%,47,i,1%,?,-12%,13%,9%,0%
CCOc1ccc(NC(=O)CCC(=O)NNC(=O)c2ccco2)cc1,-1%,16,i,1%,-4%,i,6%,5%,-4%[7.66 µM]
COc1ccccc1CN1CC(C(=O)N(C)Cc2nc(C)cs2)CCC1=O (stereo unspecified),1%,0,i,1%,0%,-3%,-15%,-17%,5%
CCc1ccc(NC(=O)c2ccc(S(=O)(=O)NCc3cccnc3)cc2)cc1,10%,5,i,0%,-7%,-21%,34%,-6%,?
CCSc1nnc(NC(=O)CSc2nc3c(c(=O)n2CC)SC(C)C3)s1 (stereo unspecified),-4%,10,i,8%,4%,-29%,/,2%,0%
COc1ccc(/C=C/c2c(-c3ccc(OC)cc3)sc3cc(OC)c(OC)cc23)cc1,7%,15,i,8%,?,-5%,22%,7%,?
Cc1ccc(CCNC(=O)C(CC(C)C)NS(=O)(=O)c2ccc3c(c2)oc(=O)n3C)cc1 (stereo unspecified),-5%,/,/,/,-5%,-23%,-22%,-15%,2%
CCN(CC)c1ccc(S(=O)(=O)N2CCOCC2)cc1NC(=O)COC(=O)/C=C/c1ccccc1,3%,38,i,-2%,0%,-20%,?,1%,-12%

# New compounds follow.
SMILES,GLP-1R agonist,DRD3 antagonist,Akt phos inh,aSyn rescue,TDP-43 yeast inh,PTHR1 ag,FUS suppressor,Abeta yeast res,GLP-1R inv ag
Cc1cc(C)c(S(=O)(=O)Nc2ccc3[nH]c(=O)[nH]c3c2)c(C)c1,12%,0,i,1%,-15%,-3%,11%,1%,10%
CCC(=O)Nc1cc(C(F)(F)F)ccc1N1CCCC1,5%,9,i,1%,-21%,i,-9%,-15%,15%
COCCNC(=O)Cn1nc(C)c2ccccc2c1=O,-2%,-7,i,-11%,-9%,i,13%,3%,-14%
O=C(Nc1ccccc1)c1cc(C2CCCCN2C(=O)c2ccccc2)on1 (stereo unspecified),-3%,-11,i,2%,16%,-66%[inhibitor],3%,-4%,?
COc1nc(OC)nc(Oc2ccc(Cl)cc2[N+](=O)[O-])n1,0%,6,i,-1%,?,i,/,-2%,0%
COc1ccc(-c2nc(=S)n3ccsc3n2)cc1OC,1%,12,i,5%,-1%,-1%,8%,3%,16%[7.66 µM]
Cc1cccc(N/C=C/c2onc(C)c2[N+](=O)[O-])c1,1%,?,i,-5%,-15%,i,18%,2%,1%
CC1(C)CC(=O)C(C=Nc2ccccc2C(=O)O)=C(O)C1,-3%,19,i,14%,8%,7%,11%,-13%,0%
C/C=C/c1ccc(Oc2nnnn2-c2ccc(C(N)=O)cc2)c(OC)c1,11%,7,i,-7%,-2%,-11%,7%,-5%,-19%
COc1ccc(C(=O)COC(=O)C(O)c2ccccc2)c(OC)c1 (stereo unspecified),10%,-11,i,6%,25%,i,13%,8%,2%
COc1ccc(C(=O)/C=C/C(=O)N(CC(=O)NC2CCCCC2)Cc2ccccc2)c(O)c1,6%,-115*,i,9%,25%[9.22 µM],-17%,12%,-19%,-14%
CC(C)C(=O)N1CCN(c2ccc(NC(=O)c3ccc([N+](=O)[O-])o3)cc2)CC1,2%,?,i,-16%,?,-18%,4%,-29%,45%[activator]
O=C(c1ccccc1)C1C(=O)c2ccccc2C1=O,-1%,-30,i,-2%,-25%,-3%,/,-13%,-1%
C[C@H](NC(=O)C1CC(=O)N(c2ccc3c(c2)OCO3)C1)C(=O)NC1CCCCC1 (stereo partly specified),1%,-5,i,0%,8%,-24%,0%,12%,3%
CCN1CCN(C(=S)Nc2ccc3nc(N4CCN(CC)CC4)cc(C)c3c2)CC1,-2%,0,i,?,-24%,4%,/,0%,0%
CCCCNc1nc(-c2ccccc2)nc(-n2ccnc2)n1,-7%,4,i,-6%,27%,-29%,-12%,11%,4%
O=C(CN1C(=O)NC2(CCCC2)C1=O)NCC1CCCO1 (stereo unspecified),5%,11,i,-4%,-21%,-1%,-7%,-7%,2%
Cc1cccc(NC(=O)N2CCC(NC(=O)c3ccco3)CC2)c1,2%,-11,i,2%,-14%,-10%,18%,-14%,8%
